# Source: PubChem
# Rin1 Abl inh: human Rin1-Abl interaction inhibition | AID 588664 | inhibition, % at 7.35 µM | P00519+Q13671 | actives 0.4% (n = 360,000) | TR-FRET Rin1/Abl binding, biochemical; in the data active = inhibition above about 5%, passing the limit was not always enough
# MsrA act: activates bovine MsrA enzyme; purified bovine MsrA, absorbance read-out; activation, % at 10.6 µM; actives 0.3% (n = 360,000); AID 602163; in the data active = activation above about 7.5%;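 also: 0% = vehicle and 100% = reference activator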
# MLLE-PAM2 inh: blocks PAM2 peptide binding to the PABP1 MLLE domain. P11940. actives 0.36% (n = 360,000). GST-MLLE / FITC-PAM2 fluorescence polarization. inhibition, % at 20 µM. AID 588489; in the data active = inhibition above about 35%, passing the limit was not always enough;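 also: plate controls were DMSO wells with GST-MLLE for no effect and wells lacking GST-MLLE protein for full effect; some results filed as inactive read as strong as hits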
# FAS TE block: inhibitors of human fatty acid synthase thioesterase domain; P49327; recombinant FAS-TE, OMFH fluorogenic substrate, fluorescence endpoint; inhibition, % at 15 µM; actives 0.67% (n = 360,000); AID 602261;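 active = compounds whose normalised, plate-corrected inhibition of enzyme fluorescence in the single-dose primary screen is 50% or more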;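 also: 0% = DMSO with enzyme and 100% = substrate without enzyme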
# MsrA inhibitor: bovine MsrA inhibition | purified bovine MsrA, absorbance read-out | inhibition, % at 15.5 µM | actives 0.75% (n = 360,000) | AID 651718; in the data active = inhibition above about 4.5%;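 also: 0% = vehicle wells with enzyme and 100% = reference inhibitor wells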
# CSN deneddyl inh: CSN deneddylation inhibition. Q92905. Purified CSN, SCF-Nedd8-OG deneddylation, fluorescence polarization. inhibition, % at 12.5 µM. actives 0.38% (n = 360,000). AID 651999;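 active = pattern-corrected inhibition above about 35%, with an unprinted fluorescence ratio check between 0.5 and 1.5, limit read from the data, passing the limit was not always enough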;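 also: 0% = enzyme with substrate and 100% = substrate without enzyme; some results filed as inactive read as strong as hits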
#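 Material: human Csn5 produced in HEK293T cells; Input: enzyme 0.24 nM; Reagent: SCFSkp2-Nedd8OG substrate at 10 nM final; Dosing: 12.5 µM compound; Incubation: 90 min reaction at room temperature; Detection: fluorescence polarization of the substrate; Evaluation: % inhibition of substrate cleavage by Csn5; Control set: substrate-only high control, full reaction low control.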
# MT1-MMP act inh: MT1-MMP (human) activation inhibition; P50281; HT1080 RFP-PRO-GFP cells, GFP/RFP ratio fluorescence, overnight; percent of plate control window, DMSO zero; GFP/RFP ratio change, % at 20 µM; actives 0.061% (n = 360,000);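 active = GFP/RFP ratio change of at least 30% with cell ATP level not reduced by more than half and red fluorescence within 50% of control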; also: strong numbers were not always called active
#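 Assay system – RFP-PRO-GFP reporter HT1080 cells · Compound dosing – single dose of 20 µM compound, 1% DMSO final · Incubation – overnight compound exposure at 37 °C · Measure – GFP/RFP fluorescence ratio · Benchmarks – DMSO wells and RFP-L50D-GFP cells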
# Rpn11 block: inhibitors of human proteasome Rpn11; calls only at 20 µM; AID 588493; actives 0.59% (n = 360,000); O00487; human 26S proteasome, Ub4-pepOG fluorescence polarization; 20S core pre-blocked with epoxomicin;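 active = inhibition at 20 µM, scaled to each plate's controls, above about 33%, limit read from the data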
# Target sequence (O00487 whole entry, looked up): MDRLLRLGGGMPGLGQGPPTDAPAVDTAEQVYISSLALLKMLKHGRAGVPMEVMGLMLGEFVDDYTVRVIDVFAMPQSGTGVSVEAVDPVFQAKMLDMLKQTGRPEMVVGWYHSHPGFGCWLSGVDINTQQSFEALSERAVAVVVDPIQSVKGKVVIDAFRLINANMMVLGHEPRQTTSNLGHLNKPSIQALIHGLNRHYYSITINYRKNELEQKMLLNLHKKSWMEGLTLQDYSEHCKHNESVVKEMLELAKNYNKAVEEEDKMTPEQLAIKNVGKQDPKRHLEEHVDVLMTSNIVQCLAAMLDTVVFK
# E coli Lon inh: E. coli protease La inhibition; AID 602123; inhibition, % at 7.94 µM; actives 0.42% (n = 360,000); purified E. coli Lon protease, fluorescence polarization; in the data active = inhibition above about 13%, passing the limit was not always enough;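 also: 0% = enzyme with probe and DMSO and 100% = no enzyme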
# Target sequence (P0A9M0 whole entry, looked up): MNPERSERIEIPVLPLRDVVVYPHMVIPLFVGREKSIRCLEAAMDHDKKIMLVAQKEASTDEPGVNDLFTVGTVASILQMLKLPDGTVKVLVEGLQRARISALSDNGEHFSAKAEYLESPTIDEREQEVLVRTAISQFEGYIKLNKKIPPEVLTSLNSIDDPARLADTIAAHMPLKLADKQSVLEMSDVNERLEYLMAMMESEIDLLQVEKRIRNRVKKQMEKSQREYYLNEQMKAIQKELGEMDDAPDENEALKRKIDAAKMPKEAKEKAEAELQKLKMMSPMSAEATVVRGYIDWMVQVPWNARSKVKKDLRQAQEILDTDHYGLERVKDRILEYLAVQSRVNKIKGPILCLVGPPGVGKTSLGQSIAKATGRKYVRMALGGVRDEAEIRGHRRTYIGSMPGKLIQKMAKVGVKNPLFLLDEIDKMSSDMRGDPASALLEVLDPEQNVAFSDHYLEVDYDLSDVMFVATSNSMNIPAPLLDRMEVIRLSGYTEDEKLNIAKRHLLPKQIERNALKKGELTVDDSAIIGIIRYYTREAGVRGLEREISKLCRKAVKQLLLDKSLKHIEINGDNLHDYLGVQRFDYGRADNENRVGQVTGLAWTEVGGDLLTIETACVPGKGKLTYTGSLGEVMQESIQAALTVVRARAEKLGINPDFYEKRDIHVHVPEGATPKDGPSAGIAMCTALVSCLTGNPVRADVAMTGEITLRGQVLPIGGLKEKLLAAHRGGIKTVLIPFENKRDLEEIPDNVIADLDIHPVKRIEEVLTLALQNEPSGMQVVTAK
# Numbers without * were called inactive; i = inactive; . = not tested or not shown.
SMILES,Rin1 Abl inh,MsrA act,MLLE-PAM2 inh,FAS TE block,MsrA inhibitor,CSN deneddyl inh,MT1-MMP act inh,Rpn11 block,E coli Lon inh
COc1cccc(N(CC(=O)NCc2ccccc2)C(=O)CCC(=O)Nc2nccs2)c1,1,-2,0,-2,-0.3,4,-4,i,-6
N#Cc1ccc(S(=O)(=O)N2CCCCC2c2cc(C(=O)N3CCOCC3)no2)cc1 (configuration not stated),1,-8,1,-8,-1.2,-4,0,i,-11
CN(C)CC(=O)Nc1ccc(S(N)(=O)=O)cc1,-4,2,-10,0,0.4,1,5,i,11
Cn1cc(Cl)c(-c2n[nH]c(=S)n2-c2ccccc2)n1,-9,2,10,-16,-0.6,-5,2,i,-9
O=C(Cc1ccc(Cl)cc1)Nc1nc2ccccc2[nH]1,6,-1,3,-3,0.4,-5,-6,i,3
CCOC1=C2CN(S(=O)(=O)c3ccc(C)cc3)[C@H](c3ccccc3)C[C@@H]2N(S(=O)(=O)c2ccccc2C)[C@H](c2ccccc2)C1,2,-3,6,24,-0.4,-2,-1,i,-2
COc1cccc(C(=O)CSc2nnc(-c3cccs3)o2)c1,0,-3,-20,11,0.5,3,-4,i,-2
C[C@@H]1CN([C@@H](C)CO)C(=O)CCCn2nncc2CO[C@H]1CN(C)Cc1ccc2cccnc2c1,-3,-1,1,-11,0.1,4,4,i,-3
CC1=C(C(=O)OCc2ccccc2)C(c2ccco2)n2ncnc2N1 (configuration not stated),-2,0,-9,-1,0.6,-3,-6,i,-3
Cc1ccccc1S(=O)(=O)Cc1ccc(C(=O)NCCc2ccccc2)o1,7,-3,10,1,-1.1,2,-1,i,-1
c1ccc(COc2ncnc3c2ncn3CCCNCC2CCCO2)cc1 (configuration not stated),-3,-6,1,-6,-0.5,2,1,i,-6
COc1ccc(OC)c(S(=O)(=O)N2CCCCC2C(=O)O)c1 (configuration not stated),-2,0,2,-6,-0.3,2,-5,i,2
CNC(=S)N(Cc1ccc(OC)cc1)Cc1cc2ccc(C)cc2[nH]c1=O,1,-10,-147,7,-1.0,-6,3,i,-7
COc1cccc(CC2(CO)CCN(Cc3cnc(N4CCOCC4)s3)CC2)c1,6,0,5,-12,0.1,6,1,i,11
CCCCN1c2ccccc2N(CCCO)c2cc(C)nnc21,-3,-4,8,-5,0.3,-1,-13,i,-8
O=C(O)c1ccc(CN2C[C@@H](CO)O[C@@H](n3cnc4c(NCc5ccco5)ncnc43)C2)cc1,-1,-8,-9,-9,1.0,0,-4,i,2
O=C(c1ccccc1)N1CCN(C2C3CC4CC(C3)CC2C4)CC1 (configuration not stated),1,-2,4,0,-0.3,5,3,i,-11
COc1cccc(C(=O)NNC2=C(C(=O)C(F)(F)F)CCC2)c1,-2,-3,15,19,1.7,-1,6,i,-3
COc1cccc(C(=O)Nc2nc3c(c(=O)[nH]2)CCCC3)c1,1,1,-2,-3,0.2,-1,2,i,-12
Cc1ccc(N(CC(=O)NC2CCCC2)C(=O)CCCC(=O)Nc2ccccn2)cc1C,-1,2,8,7,0.0,5,-2,i,7
COC(=O)c1c(NC(=O)c2ccc(Br)s2)sc2c1CCC2,-6,-4,1,23,0.7,7,-4,i,-7
Cc1cccc(C)c1NC(=O)c1cn(-c2ccccc2)nc1-c1ccccc1,1,-2,-3,-3,1.3,-2,-8,i,-6
CCCn1c(=N)n(CC(=O)c2cccs2)c2ccccc21,3,-2,-4,-4,0.4,-4,1,i,-16
CCCn1c(/C=N/Nc2nc3ccccc3[nH]2)nc2ccccc21,1,4,-57,-2,1.9,1,7,i,-13
COC(=O)C1CC2=C(CCCC2=O)N(Cc2ccccc2)C1=O (configuration not stated),-3,-2,24,-5,0.8,0,3,i,1

# Given with tabs: part of the list above
molecule	Rin1 Abl inh	MsrA act	MLLE-PAM2 inh	FAS TE block	MsrA inhibitor	CSN deneddyl inh	MT1-MMP act inh	Rpn11 block	E coli Lon inh
COc1cccc(C(=O)CSc2nnc(-c3cccs3)o2)c1	0	-3	-20	11	0.5	3	-4	i	-2
Cc1cccc(C)c1NC(=O)c1cn(-c2ccccc2)nc1-c1ccccc1	1	-2	-3	-3	1.3	-2	-8	i	-6
CCCn1c(/C=N/Nc2nc3ccccc3[nH]2)nc2ccccc21	1	4	-57	-2	1.9	1	7	i	-13

# New compounds follow.
SMILES,Rin1 Abl inh,MsrA act,MLLE-PAM2 inh,FAS TE block,MsrA inhibitor,CSN deneddyl inh,MT1-MMP act inh,Rpn11 block,E coli Lon inh
COC(=O)c1c(O)ccc(Oc2ccccc2)c1C(=O)OC,0,-3,-6,0,3.9,-1,2,i,-4
O=C1CC(N2CCN(CCc3ccccn3)CC2)C(=O)N1c1ccc(Cl)cc1 (configuration not stated),-1,-11,2,-9,-0.6,1,-3,i,-4
COc1ccc(S(=O)(=O)Nc2nc3ccccc3s2)cc1OC,3,-15,-1,-10,0.1,5,-6,i,1
COc1cccc(NC(=O)CN(C)C(=O)c2cn(-c3ccccc3)nc2-c2cccnc2)c1,4,-3,-1,-1,1.3,0,-3,i,-8
CCc1nc2c(OCc3cccc(OC)c3)cccn2c1N(C)C(=O)c1ccc(OC)cc1,-2,-1,3,-1,-0.1,-3,3,i,-3
CC(Oc1ccccc1Cl)C(=O)Nc1ccc(S(=O)(=O)N2CCN(C)CC2)cc1 (configuration not stated),0,-3,40*,0,-0.7,-1,2,i,-4
C#CCNC(=O)C[C@@H]1C[C@@]2(C(=O)OCC)CCC=C2N(Cc2ccc(Cl)cc2Cl)C1=O,.,0,.,-4,0.1,-2,5,.,0
CCN(CC)CCNS(=O)(=O)c1ccc(/C=C/C(=O)O)cc1,2,-8,10,-7,0.4,9,-1,i,4
COC(=O)C1=C(C)NC(=O)NC1C1CC=CCC1 (configuration not stated),2,-2,9,-9,1.4,-1,4,i,-3
COCCn1c(-c2ccc(Br)cc2)nc2oc3cc(OC)ccc3c(=O)c2c1=O,0,0,2,7,0.3,7,1,i,-3
CCCCNS(=O)(=O)c1ccc(Br)cc1N1CCC[C@H]1CO,-1,0,-1,4,-0.5,-5,1,i,-6
Cc1ccc(NC(=O)CSCC(=O)Nc2ccccc2N2CCCCC2)cc1,0,-11,1,28,-0.4,3,-1,i,12
Nc1c(C(=O)c2cccs2)oc2ccccc12,-5,-7,10,8,0.9,1,2,i,-2
Cc1nc(Cc2nnc(SCC(=O)N(C)c3ccccc3)o2)cs1,0,-1,20,-6,1.1,6,-1,i,-7
COc1ccc(-c2coc3c(C(=O)NCc4ccc(C(F)(F)F)cc4)cccc23)c(C)c1,-2,-4,9,21,0.3,-3,-12,i,0
O=C(COc1ccccc1)Nc1ccncc1Cl,5,-5,14,-5,-0.5,2,1,i,-13
COc1ccc(NC(=O)CSc2nc(N)c(-c3ccccc3)c(=O)[nH]2)cc1,1,-1,-11,-1,1.3,-1,1,i,-6
Cc1cc(C)n2c(SCC(=O)N(C)C3CCS(=O)(=O)C3)nnc2n1 (configuration not stated),0,-3,10,0,0.9,-2,-4,i,-6
N#C/C(=C\c1ccc(OCc2ccc(C(=O)O)cc2)cc1)C(=O)N1CCOCC1,0,-6,-4,-1,4.4,7,-1,i,-8
COc1ccccc1NC(=S)N(c1ccccc1)C(C)C,-1,-3,12,0,1.6,-6,5,i,3
CC[C@]12c3[nH]c4ccc(Cl)cc4c3CCN1C(=O)[C@@H](CC(=O)NCCCOC)C[C@@H]2C(=O)N1CCN(C(=O)C2CC2)CC1,0,3,2,-5,2.3,0,2,i,7
CC(=O)N1c2ccc(S(=O)(=O)NCC3CCC(C(=O)Nc4cc(C)ccn4)CC3)cc2CC1C (configuration not stated),0,-1,3,-8,-0.2,-2,-12,i,6
OC(c1ccccc1)c1nc(-c2cccc(F)c2)cs1 (configuration not stated),2,-2,-7,8,0.8,1,-1,i,0
CCCC(c1c(C)n(C)n(-c2ccccc2)c1=O)c1c(C)n(C)n(-c2ccccc2)c1=O,-1,-11,0,-5,-0.9,2,2,i,-13
Nc1cc(-c2ccc(Cl)cc2)nn1S(=O)(=O)c1ccc(Cl)cc1,-1,-9,-2,0,-0.1,1,6,i,-1
SMILES,Rin1 Abl inh,MsrA act,MLLE-PAM2 inh,FAS TE block,MsrA inhibitor,CSN deneddyl inh,MT1-MMP act inh,Rpn11 block,E coli Lon inh
COc1ccc(OC)c(CCNC(=O)CCc2nnc3ccc(N4CCCCC4)nn23)c1,-3,-2,-8,-7,0.6,-1,1,i,3
Cc1cc(CNC(=O)C2CCC(=O)N(CCc3cccc(F)c3)C2)on1 (configuration not stated),-3,-1,6,-2,0.7,0,-2,i,5
COc1ccc(NC(=O)N(C)C[C@H]2Oc3ccc(NS(=O)(=O)c4ccc(OC)cc4)cc3C(=O)N([C@H](C)CO)C[C@@H]2C)cc1,2,-5,-4,-5,-0.3,3,3,i,-2
COc1cc(/C=N/NC(=O)c2cc(-c3c(C)nn(-c4ccccc4)c3C)n[nH]2)ccc1O,-2,-4,-8,-5,2.6,-2,25,i,-8
CCCN(CCO)Cc1cccc(Oc2ccccc2)c1,-1,0,-2,-10,2.0,0,1,i,-3
O=C(Nc1cccc2ccccc12)OC1C=CS(=O)(=O)C1 (configuration not stated),-1,-1,5,-3,-0.9,-3,-4,i,1
COc1ccc(Cl)cc1Nc1nc(NCCO)nc(N2CCCC2)n1,-2,-7,9,-7,-0.8,0,7,i,-5
NC(=O)c1ccc[n+]([C@H]2O[C@@H](COP(=O)([O-])OP(=O)(O)OC[C@H]3O[C@@H](n4cnc5c(N)ncnc54)[C@H](O)[C@@H]3O)[C@H](O)[C@@H]2O)c1,1,-3,-2,-5,.,-7,1,i,22
COc1ccc(Oc2nc3ccccc3nc2C(F)(F)F)cc1,-2,2,5,30,0.8,1,-1,i,0
COc1cc(NC(=O)c2ccnn2C)c(OC)cc1Cl,-2,7,-3,-4,0.5,4,0,i,-5
CCOC(=O)N/N=C/c1ccc(F)cc1F,-5,-1,-6,-5,0.2,-5,2,i,-9
CC(NC(=O)CC(c1ccccc1)c1cc(Cl)ccc1O)c1ccccc1 (configuration not stated),-1,0,4,50*,0.1,0,-6,i,-5
CC(C)CC(NC(=O)C1CCC(C)CC1)C(=O)NCc1ccccn1 (configuration not stated),3,1,0,-3,-0.1,-4,-2,i,-1
COC(=O)CN1C(=O)[C@H]2[C@@H](C3CC3)N3C(=O)CN(Cc4ccc(-c5ccccc5)cc4)C(=O)[C@@]3(Cc3ccccc3)[C@H]2C1=O,1,-2,-1,10,-0.2,5,-8,i,-10
COc1ccc(-c2cn(Cc3ccc(C(N)=O)cc3)c(-c3ccncc3)n2)cc1,4,-5,-2,-8,1.8,3,-1,i,-6
COc1ccc(CNC(=O)[C@@H](C)NC(=O)[C@@H]2Cc3ccccc3CN2)cc1,1,-4,-6,-4,-0.4,4,0,i,-3
CCOC(=O)c1ccc(N=Cc2cnc(N)nc2N)cc1,2,0,5,-2,-0.8,-2,4,i,-12
O=C(COC(=O)c1ccc(Cl)c(S(=O)(=O)N2CCCC2)c1)NCc1cccs1,5,-9,9,0,0.1,0,-1,i,3
CCOC(=O)c1c(C)c(C(=O)NCCCOC(C)C)c(C)n1C,0,-3,-5,-7,-1.5,-2,2,i,4
S=c1[nH]nc(C2(c3ccccc3)CCCC2)o1,0,0,-80,-6,-1.7,-3,4,i,-16
Cc1cc(C)n2c(Nc3ccc4c(c3)OCCO4)c(CC(C)C)nc2n1,.,-3,.,-3,-0.7,-7,2,.,-10
Cc1ccc(N2CCN(/N=C/c3ccncc3)CC2)cc1,-2,-3,9,0,-1.4,5,-3,i,-10
CCOc1ccc(CNC(=O)c2ccco2)cc1,2,-4,-11,-5,0.9,-2,-10,i,2
